Rtt109 HAT inh: inhibitors of Candida albicans Rtt109/Vps75 histone acetyltransferase. Q5AAJ8. purified Rtt109/Vps75, ThioGlo CoA-SH fluorescence, 4 h. inhibition, % at 34.9 µM. hit rate 0.16% among 330,000;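 active = inhibition of at least 50% in every replicate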
PfHsp90 yeast 2: reduces growth (ATP signal) of yeast expressing P. falciparum Hsp90; S. cerevisiae expressing PfHsp90, BacTiter-Glo ATP, 48 h; yeast lacking PDR1 and PDR3 efflux regulators; inhibition, % at 9.4 µM; AID 504621; hit rate 0.32% among 310,000;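 active = every replicate shows inhibition above about 80%, whatever the replicate mean, limit read from the data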;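 note: 0% = DMSO neutral controls and 100% = 20 µM radicicol positive controls; yeast relying on Plasmodium falciparum Hsp90 in place of its own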
CAL PDZ FP-1: human CAL PDZ-peptide interaction inhibition; Q9HD26; purified CAL PDZ, TMR-peptide fluorescence polarization, 1 h; inhibition, % at 20 µM; hit rate 0.02% among 330,000; AID 504414;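 active = highest replicate inhibition of at least 40%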;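 note: plate controls were DMSO neutral control wells for no effect and unlabeled competitor peptide control wells for full effect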
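material = purified tagged CAL PDZ domain construct (CerCALP) | compound dosing = 20 µM, one dose | times = 1 h at RT | measured by = fluorescence polarization from S- and P-plane intensities, G-factor corrected | read-out = inhibition from polarization loss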
PvdQ inh: P. aeruginosa PvdQ acylase inhibition | purified PvdQ acylase, fluorescence plate reader | hit rate 0.063% among 340,000 | inhibition, % at 10 µM; in the data active = inhibition above about 30%, passing the limit was not always enough;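 note: 0% = vehicle neutral wells and 100% = reference inhibitor wells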
SR-BI HDL uptake: blocks mouse SR-BI lipid uptake from DiI-HDL. ldlA[mSR-BI] CHO cells, DiI-HDL uptake fluorescence, 3 h. Q61009. hit rate 0.96% among 320,000. inhibition, % at 12.5 µM;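 active = mean replicate inhibition of at least 70% and a set share of replicates each scoring 70 or more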;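 note: 0% = median of neutral control wells and 100% = median of positive control wells; values of inactives mirror those of a sister screen read the other way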
CAL PDZ FP-2: inhibitors of human CAL PDZ peptide binding. Q9HD26. inhibition, % at 24.9 µM. purified CAL PDZ, TMR-peptide fluorescence polarization, 1 h. hit rate 0.92% among 300,000. AID 602252;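 active = mean inhibition of at least 30% with at least half of replicates also reaching 30%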;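 note: 0% = DMSO neutral control and 100% = excess unlabeled competitor peptide PRC23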
MITF TRPM1 HTS: increases MITF-driven TRPM1 promoter luciferase signal. SK-MEL-5 TRPM1-promoter luciferase, 24 h; % of positive control, neutral wells = 0. activation, % at 12.5 µM. hit rate 0.75% among 300,000. AID 588334;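 active = mean activation of at least 80% with every replicate also reaching 80%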;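 note: 0% = neutral control wells and 100% = parthenolide positive control wells; values of inactives mirror those of a sister screen read the other way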
NSD2 HMT inh: blocks human histone methyltransferase NSD2; O96028; NSD2 peptide methylation, AlphaScreen, 120 min; inhibition, % at 12.5 µM; hit rate 0.54% among 310,000; in the data active = inhibition above about 50%
Target sequence (O96028 whole entry, looked up): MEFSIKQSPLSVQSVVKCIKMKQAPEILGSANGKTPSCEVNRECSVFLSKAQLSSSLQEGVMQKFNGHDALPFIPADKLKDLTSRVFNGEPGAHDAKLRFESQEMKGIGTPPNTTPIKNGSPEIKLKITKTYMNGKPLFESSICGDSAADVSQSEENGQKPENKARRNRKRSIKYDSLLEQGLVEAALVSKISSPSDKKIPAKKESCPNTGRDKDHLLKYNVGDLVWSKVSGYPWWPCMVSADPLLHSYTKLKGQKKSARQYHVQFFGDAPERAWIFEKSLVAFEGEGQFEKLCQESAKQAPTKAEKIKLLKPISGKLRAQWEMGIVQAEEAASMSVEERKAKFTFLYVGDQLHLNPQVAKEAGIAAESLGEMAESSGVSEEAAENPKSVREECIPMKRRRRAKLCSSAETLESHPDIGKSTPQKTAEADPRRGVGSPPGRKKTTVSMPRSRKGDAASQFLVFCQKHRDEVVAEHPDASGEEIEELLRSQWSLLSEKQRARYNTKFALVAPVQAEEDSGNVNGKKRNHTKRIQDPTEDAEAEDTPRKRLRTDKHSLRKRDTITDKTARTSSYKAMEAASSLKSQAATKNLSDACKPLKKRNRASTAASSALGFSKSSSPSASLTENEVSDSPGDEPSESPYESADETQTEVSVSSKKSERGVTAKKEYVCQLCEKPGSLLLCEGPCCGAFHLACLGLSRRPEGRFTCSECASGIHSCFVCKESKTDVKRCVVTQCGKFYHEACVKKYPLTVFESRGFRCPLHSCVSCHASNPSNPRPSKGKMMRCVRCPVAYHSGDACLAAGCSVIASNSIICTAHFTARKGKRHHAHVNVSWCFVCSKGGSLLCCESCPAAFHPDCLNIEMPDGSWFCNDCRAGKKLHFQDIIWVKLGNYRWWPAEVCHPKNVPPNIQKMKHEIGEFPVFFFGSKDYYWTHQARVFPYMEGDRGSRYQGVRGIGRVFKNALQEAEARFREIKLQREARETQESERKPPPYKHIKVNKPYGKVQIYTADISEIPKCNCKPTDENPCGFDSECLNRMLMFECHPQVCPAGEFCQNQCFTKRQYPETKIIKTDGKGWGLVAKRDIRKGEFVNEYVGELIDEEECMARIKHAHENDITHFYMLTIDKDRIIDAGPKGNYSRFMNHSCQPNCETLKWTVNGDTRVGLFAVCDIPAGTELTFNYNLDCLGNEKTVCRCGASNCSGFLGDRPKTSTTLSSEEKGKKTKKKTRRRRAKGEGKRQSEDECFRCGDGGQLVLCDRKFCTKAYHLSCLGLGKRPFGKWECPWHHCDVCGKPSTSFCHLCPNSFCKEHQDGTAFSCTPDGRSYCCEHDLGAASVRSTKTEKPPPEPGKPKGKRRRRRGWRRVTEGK
SR-BI DiI-HDL act: activators of SR-BI mediated HDL lipid uptake | activation, % at 12.5 µM | CHO ldlA[mSR-BI] cells, DiI-HDL uptake fluorescence, 3 h; 100 = double the neutral-control signal | hit rate 0.096% among 320,000 | AID 504775;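 active = mean replicate activation of at least 60% and every replicate at or above 60%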;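 note: 0% = median plate neutral-control signal and 100% = twice that signal; values of inactives mirror those of a sister screen read the other way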
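Test system: SR-BI-overexpressing, LDLR-lacking CHO cells; Also added: labelled HDL, 10 µg/mL; Measured by: bottom-read cell fluorescence after medium removal, ex 550/em 595 nm; Timing: 3 h uptake period with compound, 37 °C; Buffer or medium: F12, 0.5% BSA, 25 mM HEPES; Doses: single compound concentration, delivered by pin transfer.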
dFosB activator: mouse delta FosB homodimer activation; P13346; purified delta FosB, TAMRA-CDK5 oligo fluorescence polarization; percent of positive-control signal above neutral wells; activation, % at 25 µM; hit rate 0.99% among 340,000; AID 493131;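 active = mean activation above about 17%, with every replicate also reaching it, limit read from the data, passing the limit was not always enough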;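 note: fluorescence polarization rise as delta FosB binds a TAMRA Cdk5 AP-1 oligo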
Numbers without * were called inactive; . = no result given.

[1] Cc1ccc(S(=O)(=O)NC2c3cccc4cccc(c34)C2Sc2n[nH]c(N)n2)cc1 (stereo unspecified)
[2] CCOc1ccccc1NC(=O)Cn1cnc2c(cnn2-c2ccc(C)c(C)c2)c1=O
[3] CCOC(=O)COc1ccc(S(=O)(=O)Nc2ccc(C)cc2)cc1
[4] O=C(CSc1nc2ccccc2s1)N1CCOCC1
[5] CCOC(=O)C1CCCN(Cc2cccc(Cl)c2)C1 (stereo unspecified)
[6] COc1cc(CNc2ccc3[nH]c(=O)[nH]c3c2)ccc1OCc1ccc(F)cc1Cl
[7] CCN1CCN(C(=O)c2ccc(C)c(S(=O)(=O)Nc3cccc(C)c3)c2)CC1
[8] Cc1ccc(-c2nc(C#N)c(NCCCn3ccnc3)o2)cc1

Compound | 1 | 2 | 3 | 4 | 5 | 6 | 7 | 8
Rtt109 HAT inh | 11 | -36 | -4 | 11 | -2 | -1 | 0 | 15
PfHsp90 yeast 2 | -55 | 11 | . | . | 0 | -32 | -7 | 16
CAL PDZ FP-1 | -2.6 | -0.3 | -1.0 | -0.3 | -0.4 | -1.3 | -0.5 | 1.1
PvdQ inh | -15 | -13 | -17 | -12 | -15 | -13 | -7 | 6
SR-BI HDL uptake | 1 | -11 | -31 | -24 | -10 | 64 | 27 | 11
CAL PDZ FP-2 | -4 | -2 | 0 | 1 | . | 1 | 1 | 11
MITF TRPM1 HTS | -4 | -7 | 2 | 42 | 1 | 48 | -19 | 70
NSD2 HMT inh | 0 | 6 | 0 | -2 | -5 | 1 | 3 | .
SR-BI DiI-HDL act | -1 | 11 | 31 | 24 | 10 | -64 | -27 | -11
dFosB activator | -8 | -3 | 0 | -5 | 2 | -19 | -11 | -13

[9] COc1ccc(-c2nn(-c3ccccc3)cc2/C=C/C(=O)OCC(=O)Nc2ccccc2C#N)cc1
[10] CCCC(=O)Nc1c2c(nn1-c1cccc(Cl)c1)CS(=O)(=O)C2
[11] CN1CCN(S(=O)(=O)c2cc([N+](=O)[O-])ccc2N2CCCCCC2)CC1
[12] CCN(CC)C(=O)CSc1nnc(COc2ccccc2)n1CC
[13] CCn1c(SCC(=O)Nc2ccc(C(C)=O)cc2)nc2ccccc21
[14] COc1ccc(N/C(N)=N/c2nc(CSc3nnc(C)s3)cc(=O)[nH]2)cc1
[15] Cc1cccc(N2C(=O)N3[C@H](c4ccc(Cl)cc4)[C@@H]4C(=O)N(C5CCCCC5)C(=O)[C@@H]4[C@]3(Cc3ccc(Cl)cc3)C2=O)c1
[16] CC(C)(C)NC(=O)CCn1nc(-c2ccc(Cl)cc2)c2ccccc2c1=O

Compound | 9 | 10 | 11 | 12 | 13 | 14 | 15 | 16
Rtt109 HAT inh | 6 | -16 | 7 | -6 | . | -8 | 1 | -6
PfHsp90 yeast 2 | . | -6 | 12 | -21 | . | -17 | . | 5
CAL PDZ FP-1 | -0.9 | -2.7 | -3.2 | -0.2 | -3.4 | 0.2 | -3.1 | -1.3
PvdQ inh | -3 | -11 | -3 | -9 | -14 | -10 | -11 | 1
SR-BI HDL uptake | -5 | 1 | -2 | -15 | 30 | -15 | -6 | .
CAL PDZ FP-2 | 4 | 6 | -1 | 1 | -1 | 2 | -3 | -6
MITF TRPM1 HTS | -42 | 15 | -5 | 3 | . | -21 | 4 | 0
NSD2 HMT inh | 0 | 2 | -2 | -1 | -1 | 4 | . | -4
SR-BI DiI-HDL act | 5 | -1 | 2 | 15 | -30 | 15 | 6 | .
dFosB activator | 7 | -16 | 0 | -7 | -8 | -1 | 9 | -6

[17] CC(=O)N(CCCN(C)C)CCC(C)CCC=C(C)C (stereo unspecified)
[18] COc1cccc(=O)c2c(C)n(C)c(C)c12
[19] COc1ccc(N2C(=O)CC(n3cnc4ccccc43)C2=O)cc1 (stereo unspecified)
[20] COc1ccccc1CN(C)C(=O)CSc1nnc(C2CC2)n1C1CC1
[21] O=C(NCc1cc([N+](=O)[O-])ccc1O)c1cccc(NS(=O)(=O)c2ccccc2)c1
[22] COc1ccc(Nc2nc3ccc(C)cn3c(=O)c2/C=N/O)cc1
[23] COCCn1c(SCC(=O)NC(=O)NCc2ccccc2)nc2ccccc21
[24] CC(=O)c1c(O)c2ccccc2n(Cc2ccccc2)c1=O

Compound | 17 | 18 | 19 | 20 | 21 | 22 | 23 | 24
Rtt109 HAT inh | 6 | 5 | 11 | -1 | 1 | 1 | -10 | -18
PfHsp90 yeast 2 | -9 | . | . | -11 | -29 | -118 | -1 | -1
CAL PDZ FP-1 | -2.3 | . | -3.1 | -2.2 | -1.7 | 1.3 | -2.7 | -0.6
PvdQ inh | -15 | -11 | -14 | -5 | -12 | -24 | -11 | -10
SR-BI HDL uptake | 3 | -8 | -6 | -9 | -25 | 42 | 9 | -7
CAL PDZ FP-2 | -1 | -7 | 1 | -17 | -14 | -5 | -3 | -3
MITF TRPM1 HTS | 6 | . | 6 | -4 | -1 | 21 | -1 | .
NSD2 HMT inh | 0 | 1 | -5 | 30 | 4 | -3 | 1 | -2
SR-BI DiI-HDL act | -3 | 8 | 6 | . | 25 | -42 | -9 | 7
dFosB activator | -2 | 0 | -6 | -6 | -15 | -20 | -8 | -11

Entries of single compounds from above. Values in the order: Rtt109 HAT inh | PfHsp90 yeast 2 | CAL PDZ FP-1 | PvdQ inh | SR-BI HDL uptake | CAL PDZ FP-2 | MITF TRPM1 HTS | NSD2 HMT inh | SR-BI DiI-HDL act | dFosB activator
O=C(NCc1cc([N+](=O)[O-])ccc1O)c1cccc(NS(=O)(=O)c2ccccc2)c1 as listed: 1 | -29 | -1.7 | -12 | -25 | -14 | -1 | 4 | 25 | -15
CC(=O)N(CCCN(C)C)CCC(C)CCC=C(C)C (stereo unspecified) as listed: 6 | -9 | -2.3 | -15 | 3 | -1 | 6 | 0 | -3 | -2

Given with tabs: ten of the compounds above
item	Compound	Rtt109 HAT inh	PfHsp90 yeast 2	CAL PDZ FP-1	PvdQ inh	SR-BI HDL uptake	CAL PDZ FP-2	MITF TRPM1 HTS	NSD2 HMT inh	SR-BI DiI-HDL act	dFosB activator
13	CCn1c(SCC(=O)Nc2ccc(C(C)=O)cc2)nc2ccccc21	.	.	-3.4	-14	30	-1	.	-1	-30	-8
14	COc1ccc(N/C(N)=N/c2nc(CSc3nnc(C)s3)cc(=O)[nH]2)cc1	-8	-17	0.2	-10	-15	2	-21	4	15	-1
15	Cc1cccc(N2C(=O)N3[C@H](c4ccc(Cl)cc4)[C@@H]4C(=O)N(C5CCCCC5)C(=O)[C@@H]4[C@]3(Cc3ccc(Cl)cc3)C2=O)c1	1	.	-3.1	-11	-6	-3	4	.	6	9
16	CC(C)(C)NC(=O)CCn1nc(-c2ccc(Cl)cc2)c2ccccc2c1=O	-6	5	-1.3	1	.	-6	0	-4	.	-6
17	CC(=O)N(CCCN(C)C)CCC(C)CCC=C(C)C (stereo unspecified)	6	-9	-2.3	-15	3	-1	6	0	-3	-2
18	COc1cccc(=O)c2c(C)n(C)c(C)c12	5	.	.	-11	-8	-7	.	1	8	0
19	COc1ccc(N2C(=O)CC(n3cnc4ccccc43)C2=O)cc1 (stereo unspecified)	11	.	-3.1	-14	-6	1	6	-5	6	-6
20	COc1ccccc1CN(C)C(=O)CSc1nnc(C2CC2)n1C1CC1	-1	-11	-2.2	-5	-9	-17	-4	30	.	-6
21	O=C(NCc1cc([N+](=O)[O-])ccc1O)c1cccc(NS(=O)(=O)c2ccccc2)c1	1	-29	-1.7	-12	-25	-14	-1	4	25	-15
22	COc1ccc(Nc2nc3ccc(C)cn3c(=O)c2/C=N/O)cc1	1	-118	1.3	-24	42	-5	21	-3	-42	-20
